High-throughput results from PubChem BioAssay.
CHRM5 agonist – CHRM5 agonism in calcium assay | AID 624037 | CHO-K1 hM5 cells, Fluo-8 calcium fluorescence; 0% DMSO wells, 100% maximal acetylcholine response | P08912 | 360,000 compounds, 0.19% hits | activation, % at 3 µM;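 active = activation above the run's mean over test compounds plus 3 SD, cut at about 23% in these data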;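 note: signal is peak over basal fluorescence ratio across the kinetic read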
Target sequence (P08912 whole entry, looked up): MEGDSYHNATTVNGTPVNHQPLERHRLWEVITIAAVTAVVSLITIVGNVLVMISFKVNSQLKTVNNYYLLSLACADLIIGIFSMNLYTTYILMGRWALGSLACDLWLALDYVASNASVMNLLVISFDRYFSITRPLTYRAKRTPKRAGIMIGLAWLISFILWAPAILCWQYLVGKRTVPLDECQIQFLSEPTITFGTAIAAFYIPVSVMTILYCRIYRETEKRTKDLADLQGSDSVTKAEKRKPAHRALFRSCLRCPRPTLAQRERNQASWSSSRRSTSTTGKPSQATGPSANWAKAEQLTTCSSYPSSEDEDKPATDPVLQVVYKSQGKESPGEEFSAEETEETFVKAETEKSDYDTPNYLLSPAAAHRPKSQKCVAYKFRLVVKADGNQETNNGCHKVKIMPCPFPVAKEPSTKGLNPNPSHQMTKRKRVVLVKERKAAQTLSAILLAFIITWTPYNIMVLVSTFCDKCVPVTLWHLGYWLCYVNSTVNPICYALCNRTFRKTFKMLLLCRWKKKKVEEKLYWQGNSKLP
M1 ag parental – counter-screen for M1 agonists: effect in parental CHO-K1 cells; AID 602248; 360,000 compounds, 0.48% hits; activation, % at 3 µM; Fluo-8 calcium fluorescence; scaled to maximal ATP response, vehicle zero; in the data active = activation above about 15%;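 note: untransfected CHO-K1 host cells lacking M1 receptor as counterscreen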
CHO-K1 Ca antag – counter-screen for M1 antagonists: effect in parental CHO-K1 cells. ATP-induced calcium, Fluo-8 fluorescence. inhibition, % at 3 µM. 360,000 compounds, 0.6% hits. AID 602250;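 active = inhibition above a per-plate cutoff, the plate's mean sample inhibition plus 3 SD, cut at about 24% in these data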;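 note: 0% = DMSO plus EC80 ATP and 100% = DMSO alone without ATP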
M4 PAM – potentiates acetylcholine response at human M4 receptor. activation, % at 3 µM. AID 624126. CHO-K1 hM4/Gqi5, Fluo-8 calcium fluorescence, ACh EC20; 0% = ACh EC20, 100% = maximal ACh. 360,000 compounds, 0.4% hits. P08173;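 active = activation above its plate's cutoff, the mean activation of sample wells plus 3 SD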; note: some results filed as inactive read as strong as hits
Target sequence (P08173 whole entry, looked up): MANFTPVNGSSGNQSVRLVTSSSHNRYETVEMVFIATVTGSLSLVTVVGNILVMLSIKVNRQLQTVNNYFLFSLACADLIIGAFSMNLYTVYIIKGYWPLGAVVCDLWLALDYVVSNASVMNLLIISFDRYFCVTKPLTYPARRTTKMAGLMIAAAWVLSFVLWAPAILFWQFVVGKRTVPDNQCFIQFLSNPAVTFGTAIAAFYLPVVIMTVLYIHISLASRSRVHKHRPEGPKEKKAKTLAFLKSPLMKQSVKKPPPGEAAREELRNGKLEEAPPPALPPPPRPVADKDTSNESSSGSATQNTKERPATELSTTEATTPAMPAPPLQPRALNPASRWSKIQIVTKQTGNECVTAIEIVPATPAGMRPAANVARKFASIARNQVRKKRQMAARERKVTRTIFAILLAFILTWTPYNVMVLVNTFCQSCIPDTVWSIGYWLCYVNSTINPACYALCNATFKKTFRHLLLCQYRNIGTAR
CHRM5 PAM – potentiates acetylcholine response at human M5 receptor | P08912 | CHO-K1 hM5, Fluo-8 calcium, ACh EC20 PAM; 0% = ACh EC20, 100% = ACh EC100 | activation, % at 3 µM | 360,000 compounds, 0.3% hits;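 active = activation above the run cutoff, the mean activation of all test compounds plus 3 SD, cut at about 18% in these data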
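system = human M5 receptor in CHO-K1 cells | compound = one concentration, 3 µM final (nominal) | schedule = Post-acetylcholine fluorescence recording 140 s | signal = Fluo-8 calcium dye fluorescence, kinetic read | benchmarks = low control EC20 acetylcholine (0%), high control EC100 acetylcholine (100%) | repeats = singlicate, one well per test compound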
M1 PAM parental – M1 PAM counterscreen hit in parental CHO-K1 cells; 360,000 compounds, 0.02% hits; activation, % at 3 µM; AID 602247; ATP EC20, Fluo-8 calcium fluorescence; 0% at ATP EC20, 100% at ATP max;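 active = activation above the run cutoff, the mean activation of all test compounds plus 3 SD, cut at about 40% in these data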;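 note: peak over basal fluorescence ratio in a 140 s read after ATP addition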
M5 antag – CHRM5 antagonism in calcium assay. P08912. CHO-hM5 cells, Fluo-8 calcium fluorescence, ACh EC80. inhibition, % at 3 µM. 360,000 compounds, 0.59% hits. AID 624040;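 active = inhibition above a per-plate cutoff, the mean of that plate's test compounds plus 3 SD, cut at about 27% in these data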;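 note: 0% = acetylcholine EC80 with DMSO and 100% = DMSO without agonist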
M4 ag – CHRM4 agonism in calcium assay. activation, % at 3 µM. 360,000 compounds, 0.14% hits. CHO-K1 hM4/Gqi5, Fluo-8 calcium fluorescence; vehicle 0%, full acetylcholine response 100%;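 active = activation above the run mean over all test wells plus 3 SD, cut at about 32% in these data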;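 note: peak over basal fluorescence ratio per well then scaled between controls; 0% = DMSO wells and 100% = acetylcholine at EC100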
M4 antag – blocks acetylcholine activation of human M4 receptor; P08173; 360,000 compounds, 0.73% hits; inhibition, % at 3 µM; CHO-hM4 cells, ACh EC80, Fluo-8 calcium fluorescence;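 active = inhibition above its plate's cutoff, the mean inhibition of sample wells plus 3 SD, cut at about 27% in these data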;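 note: 0% = acetylcholine EC80 with DMSO and 100% = DMSO without agonist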
Starred values were filed as active, the others as inactive.

SMILES	CHRM5 agonist	M1 ag parental	CHO-K1 Ca antag	M4 PAM	CHRM5 PAM	M1 PAM parental	M5 antag	M4 ag	M4 antag
COC(=O)c1sc(NC(=O)c2ccc(Cn3cc(Cl)cn3)o2)c(C#N)c1C	-1	0.5	5	2	-5	-2	-4	1	-2
CCCc1ccc(C(=O)NNc2cc(Cl)ccc2Cl)cc1	-10	0.0	9	-16	-6	-24	-14	-1	-18
Cc1ccc(S(=O)(=O)n2nc(C)c(S(=O)(=O)N3CCOCC3)c2C)cc1	-2	0.0	-14	-8	-7	0	11	0	12
CCC(CC)C(=O)Nc1cccc(C(=O)NCCc2ccccc2)c1	-3	0.3	-2	-2	4	13	-4	2	2
CCOC(=O)c1oc2cc(C)cc(C)c2c1C	1	-0.3	-2	-16	-4	0	9	-1	-1
CCCn1nc(NC(=O)c2cccs2)c2cc3cc(C)ccc3nc21	0	1.3	3	-9	2	13	2	2	10
COc1ccccc1C(=O)NC(=O)COC(=O)c1cccc(OC(F)F)c1	1	1.5	-5	6	5	15	-7	0	3
CC(=O)C(Sc1nc(N(C)C)nc(N(C)C)n1)C(=O)Nc1ccccc1 (stereo unspecified)	-2	0.7	-1	7	-1	19	1	0	-5
COc1ccc(N2CCN(C(=O)COC(=O)c3nc(Cl)ccc3Cl)CC2)cc1	0	0.4	-10	-2	-3	7	5	2	-7
COc1ccc(C=O)cc1COc1ccc(F)cc1F	-9	-0.2	-2	-1	-3	11	-5	0	1
COc1cc(OC)cc(-c2nnc(SCC(=O)N3CCCCC3)o2)c1	1	-0.1	4	-3	-4	-7	3	1	3
c1ccc(-c2csc(Nc3nc(N4CCOCC4)nc(N4CCOCC4)n3)n2)cc1	2	0.1	-6	6	5	9	-4	0	-9
Cc1ccc(S/C(=N\S(=O)(=O)c2ccc(Cl)cc2)c2ccccc2)cc1	0	0.7	-14	-5	-3	19	-4	0	11
COc1cc(OC)c2c(C)cc(=O)oc2c1	-2	-0.4	22	8	-7	-6	0	0	4
O=C1C=C(NS(=O)(=O)c2ccccc2)C(=O)c2ccccc21	3	0.5	10	0	1	-23	4	0	0
CCc1nc2c(OCc3ccccc3)cccn2c1N(C)C(=O)COc1ccccc1	-2	1.4	-5	-3	-1	-6	-7	3	-1
CCCCN(CCCC)CCCN1CC(=O)N2[C@@H](Cc3c([nH]c4ccccc34)C2(C)C)C1=O	-9	1.8	-16	-19	0	15	-2	2	86*
CCc1nc2ccccc2nc1N1CCN(S(=O)(=O)c2ccc(Cl)cc2)CC1	0	0.2	0	-2	3	3	1	1	-4
COc1cc(C(=O)Nc2nnc(C(F)(F)F)s2)c([N+](=O)[O-])cc1OC	2	1.5	-8	8	3	20	-2	1	-2
COc1ccc2oc(=O)c(C(=O)Nc3cccc(C(C)=O)c3)cc2c1	1	0.3	-20	8	1	-1	1	2	-5
O=C(Nc1cnn(C23CC4CC(CC(C4)C2)C3)c1)c1cc(-c2ccccc2)on1	1	0.4	-9	3	1	9	0	0	-2
C[C@@H]1CN([C@@H](C)CO)C(=O)CCCn2cc(nn2)CO[C@H]1CN(C)S(=O)(=O)c1cccc(F)c1	0	0.7	-3	3	3	13	1	1	-9
CCN(CC)c1ccc(C2C(C(=O)OCCOC)=C(C)NC3=C2C(=O)CC(C)(C)C3)cc1 (stereo unspecified)	-2	0.0	-13	1	-2	6	-6	0	3
CCCN(CCC)C(=O)c1ccc2nc(-c3ccc(OC)c(OC)c3)c(-c3ccc(OC)c(OC)c3)nc2c1	13	-0.1	-10	8	-4	23	6	6	-7
Nc1nnc(SCC(=O)OCC(=O)Nc2ccccc2)s1	-3	0.9	0	-3	1	-2	4	1	3
Cc1ccc(S(=O)(=O)N2CCN(C(=O)CSc3nnnn3C)C2)cc1	-3	0.1	-13	-1	-1	15	2	0	-2
Cc1nc(C(F)(F)F)ccc1C(=O)N1CCC1(C)C(=O)NS(=O)(=O)c1ccc(C(C)(C)C)cc1 (stereo unspecified)	0	0.2	-5	3	-3	4	8	0	-6
CCOC(=O)N1CCN(C(=O)c2oc3ccc(S(=O)(=O)N4CCCCC4)cc3c2C)CC1	2	5.8	-18	5	0	25	-6	2	-15
O=[N+]([O-])c1ccc(Oc2ccc(F)cc2Br)c2ccncc12	-3	-0.2	-3	16	2	6	-7	0	7
CC(=O)c1cc2c(cc1N/C(=N/S(=O)(=O)c1ccccc1)c1ccc(Cl)cc1)OCO2	0	-0.3	4	5	0	10	6	1	-3
CCCCc1cc(=O)oc2cc(OC(C)C(=O)NCc3ccccn3)c(Cl)cc12 (stereo unspecified)	-6	-0.2	5	-1	-8	7	10	1	-8
CCOC(=O)c1cc(=O)n(Cc2ccccc2C)c2ccccc12	-4	1.3	-21	4	-3	24	3	-3	-13
COc1ccccc1C=NN=Cc1ccccc1O	3	0.1	-8	-3	-5	2	-3	0	1
CC(=O)Oc1ccc2oc(/C=C/N(C)C)c([N+](=O)[O-])c2c1	2	1.3	-7	8	2	18	0	1	-1
COc1ccc(Nc2nc3ccc(C)cc3cc2C#N)c(OC)c1	-3	-0.2	4	11	2	6	-7	1	-22
O=C(CSc1nc(-c2ccccc2Cl)ns1)Nc1ccc2c(c1)OCO2	-1	4.5	0	-1	-9	18	9	3	0
CCNS(=O)(=O)c1ccc(CCC(=O)N2CCN(C(=O)OCC)CC2)cc1	-3	0.5	-5	-3	7	20	-4	1	-4
CCc1ccc(N(C(=O)c2csnn2)C(C(=O)NC(C)(C)CC)c2cccnc2)cc1 (stereo unspecified)	-1	0.3	-6	-6	5	-4	-3	0	9
C/C(CC(=O)Nc1ccc(C)c(Cl)c1)=N\NC(=O)c1ccncc1	-1	-0.2	-14	12	9	25	-6	2	-12
Cc1nn(C)c(C)c1NS(=O)(=O)c1ccc(Cl)s1	2	1.5	10	3	-12	-18	0	4	-12
CC(=O)c1cccc(NC(=O)CSc2ccc(-c3ccccn3)nn2)c1	1	3.0	4	0	-4	3	4	9	-4
Cn1c(COc2ccc(Cl)cc2)nc2ccccc2c1=O	-3	1.2	-12	8	-3	20	1	-2	-8
COc1ccc(C[C@H]2CN3C(=NC[C@@H]3Cc3ccc(O)cc3)N2C[C@H](C)NC(=O)CCC2CCCCC2)cc1	-12	0.1	-9	-15	-7	2	3	-1	22
CCOC(=O)N1CCN(S(=O)(=O)c2ccc(C(=O)N(CCCN(C)C)c3nc4c(C)c(C)ccc4s3)cc2)CC1	-9	7.1	-3	-3	-6	19	4	6	4
O=C1c2ccccc2C(=O)N1CCCc1c[nH]c2ccccc12	0	1.6	-7	2	3	24	-8	0	-4

One compound at a time, from the list above. Order of screens: CHRM5 agonist, M1 ag parental, CHO-K1 Ca antag, M4 PAM, CHRM5 PAM, M1 PAM parental, M5 antag, M4 ag, M4 antag
O=C(Nc1cnn(C23CC4CC(CC(C4)C2)C3)c1)c1cc(-c2ccccc2)on1 in the list: 1, 0.4, -9, 3, 1, 9, 0, 0, -2
CC(=O)c1cc2c(cc1N/C(=N/S(=O)(=O)c1ccccc1)c1ccc(Cl)cc1)OCO2 in the list: 0, -0.3, 4, 5, 0, 10, 6, 1, -3

(listing goes on)
SMILES	CHRM5 agonist	M1 ag parental	CHO-K1 Ca antag	M4 PAM	CHRM5 PAM	M1 PAM parental	M5 antag	M4 ag	M4 antag
COc1cc(SC)ccc1C(=O)OCC(=O)NCCC1=CCCCC1	-5	0.2	-2	1	0	-22	2	4	-12
COc1ccc(NC(=O)c2cccc(NC(=O)C3C4CC5OC(=O)C3C5C4)c2)c(OC)c1 (stereo unspecified)	3	1.1	-10	9	-5	20	-3	2	0
O=C(N/N=C/c1ccc2cccc(OCc3ccccc3)c2n1)c1ccc(Cl)cc1	-2	2.3	19	-8	-17	-4	11	8	-1
CCOC(=O)c1sc(NC(=O)CSc2nc(-c3ccco3)cc(C(F)(F)F)n2)c(C(=O)OCC)c1C	0	-0.5	5	-11	1	-16	-2	0	1
COc1cc(OC)cc(C(=O)Oc2c(CN3CCOCC3)cc(Cl)c3cccnc23)c1	-1	0.2	-10	6	-11	6	7	1	-4
COc1ccccc1C1=NOC(C)(c2sc(-c3ccccc3)nc2C)C1 (stereo unspecified)	2	0.3	-14	9	2	8	3	1	-7
O=C(CCl)NCCCN(C(=O)C(Cl)Cl)c1ccc([N+](=O)[O-])cc1	-2	0.9	-4	-2	1	12	10	0	11
CC(=O)Nc1ccc(NC(=O)C(C)OC(=O)c2ccc(S(=O)(=O)N3CCCCCC3)cc2)cc1 (stereo unspecified)	3	0.1	-10	5	-7	6	12	0	-4
CN(Cc1nc(CCc2ccccc2)no1)Cc1cccs1	-2	-0.4	-9	-6	2	2	9	-2	2
CCN(C1CCCCC1)S(=O)(=O)c1ccc(S(=O)(=O)NCCc2ccncc2)cc1	1	4.5	-9	-9	-10	19	-1	5	9
C/C(=N\NC(=O)c1cc(C)oc1C)c1ccc2c(c1)OCO2	-2	0.9	-11	6	5	20	-7	1	-3
Cc1ccc(C(=O)Nc2c3c(nn2C(C)(C)C)CS(=O)(=O)C3)cc1C	1	1.1	-10	11	-4	21	0	1	-4
COc1cccc(CC(=O)NCC2(N3CCCCC3)CCCCC2)c1	-4	0.2	-12	4	-3	10	-16	1	-4
O=C(NCc1ccccc1Cl)c1csc([C@@H]2O[C@H](CO)[C@H](O)[C@H](O)[C@H]2O)n1	2	0.5	1	0	0	10	23	0	3
O=C(Cc1ccc(NC(=O)C2CCN(C(=O)C3CCC3)CC2)cc1)Nc1ccc(C(=O)N2CCOCC2)cc1	1	-0.2	11	-1	-4	-11	15	0	6
Cc1cc(=O)[nH]c(NN=Cc2c(Cl)cccc2Cl)n1	3	-0.4	-20	-2	0	31	4	0	-8
Cc1ccc(C(=O)N2c3ccccc3NC(=O)C2C)cc1 (stereo unspecified)	-5	0.3	-5	-4	-15	5	5	2	-12
CC(=O)NC1(c2ccccc2)CCN(c2nc(C)cc(C)n2)CC1	0	0.5	2	5	2	10	-2	2	-7
O=C(C1CCN(S(=O)(=O)N2CCC3(CC2)OCCO3)CC1)N1CCC(Cc2ccccc2)CC1	3	1.5	7	-3	-5	2	6	3	3
COC(=O)C(C)N1C(=O)S/C(=C\c2ccc(-c3ccc(C(=O)O)cc3C)o2)C1=O (stereo unspecified)	1	0.3	-10	3	-2	15	1	1	-11
COc1ccc(Nc2ncnc3sc(-c4ccccc4)cc23)cc1	-2	2.9	2	25	-3	14	6	0	-6
Nn1c(SCc2nc3ccccn3c2Br)nnc1-c1cccnc1	-4	0.6	-1	5	1	15	1	1	-5
O=S1(=O)CCC(NC(=S)Nc2ccc(Cl)cc2)C1 (stereo unspecified)	1	0.4	-7	-1	-4	5	-3	1	2
Cc1cc(C)cc(NC(=S)NC2CC3CCCC(C2)N3CC(C)C)c1 (stereo unspecified)	-10	-0.1	-9	-7	0	-2	4	1	5
CC(C)(C)n1nnnc1C(c1ccc(Cl)cc1)N1CCSCC1 (stereo unspecified)	-2	0.0	12	9	0	-8	-2	1	-2
CC(/C=N/n1c(-c2ccc(C)cc2)n[nH]c1=S)=C\c1ccco1	-1	-0.3	-11	6	-2	22	1	0	-4
Cn1c(SCC(=O)NCc2cccs2)nnc1-c1ccc(O)cc1	1	0.4	0	5	6	19	-1	1	0
